High-throughput results as filed in PubChem.
RGS4 inh: inhibitors of human regulator of G protein signaling 4 | P49798 | Transcreener GDP fluorescence polarization, RGS4-accelerated GTP hydrolysis | Potency, µM (titrated, usually from 114 µM), for the others: at the top dose activity change, negative = inhibition, most hits filed as inhibitors | hit rate 0.039% among 390,000 | AID 504845; further: on the % scale 0 is the no-effect control and ±100 the full control effect; nearly all actives have a fitted effect of over 75% in size; some results filed as inactive show a strong effect at the top dose
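MLSMR compounds (23 nl, pin-transferred) preincubated 10 min at room temperature with a 500nM (2x) first reagent, then RGS4 at 900nM (2x) plus Transcreener GDP mix added; fluorescence polarization (620/688 nm) read before and after 90 min at 30 °C.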
ERG-DNA inh: blocks human ERG Ets domain binding to DNA. hit rate 0.028% among 370,000. fluorescence polarization, His-ERG Ets domain / labelled DNA. P11308. Potency, µM (titrated, usually from 76.9 µM), for the others: at the top dose FP activity, negative = inhibition, usual class: inhibitors; active means well fitted inhibition curve with a large enough effect in the polarisation, with a control signal flat; inconclusive means small, poorly fitted or top-dose-only effect, or effect the other way, or a change in a side signal; inactive means no such curve, though single readings can be large or run the other way; the % refers to the polarisation;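 further: polarization taken with two DNA probes labelled with fluorescein and Texas red; % of control where 0% means no effect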
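His-tagged ERG Ets domain (1 uM in the protein solution; 300mM KCl, 50mM Tris-HCl, 1mM EDTA, 1mM DTT, pH 7.5) received compound, then a probe mix of 5 nM fluorescein-DNA and 100nM Texas-615-DNA. Fluorescence polarization was read for both dyes.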
Pin1 inhibitor: inhibitors of human Pin1 | Q13526 | Pin1 FP peptide displacement, HiFluor488, 10 min | Potency, µM (highest dose often 115 µM), for inactives: at the highest dose activity, negative = inhibition, usual class: inhibitors | hit rate 0.009% among 390,000; active means well fitted inhibition curve with a large enough effect in the polarisation, with a control signal flat, not every such curve was filed as active; inconclusive means small, poorly fitted or top-dose-only effect, or effect the other way, or a change in a side signal; inactive means no such curve, though single readings can be large or run the other way; the % refers to the polarisation; further: on the % scale 0 is the no-effect control and ±100 the full control effect
JMJD2A Tudor: JMJD2A Tudor domain (human) inhibition; AlphaScreen JMJD2A-Tudor / H3K4me3 peptide binding; hit rate 4.4% among 390,000; Potency, µM (titrated, usually from 114 µM), without a hit: at the highest dose activity change, negative = inhibition, usual class: inhibitors; O75164; further: on the % scale 0 is the no-effect control and ±100 the full control effect; nearly all actives have a fitted effect of over 50% in size
Target sequence (O75164 whole entry, looked up, the tested form may be a part): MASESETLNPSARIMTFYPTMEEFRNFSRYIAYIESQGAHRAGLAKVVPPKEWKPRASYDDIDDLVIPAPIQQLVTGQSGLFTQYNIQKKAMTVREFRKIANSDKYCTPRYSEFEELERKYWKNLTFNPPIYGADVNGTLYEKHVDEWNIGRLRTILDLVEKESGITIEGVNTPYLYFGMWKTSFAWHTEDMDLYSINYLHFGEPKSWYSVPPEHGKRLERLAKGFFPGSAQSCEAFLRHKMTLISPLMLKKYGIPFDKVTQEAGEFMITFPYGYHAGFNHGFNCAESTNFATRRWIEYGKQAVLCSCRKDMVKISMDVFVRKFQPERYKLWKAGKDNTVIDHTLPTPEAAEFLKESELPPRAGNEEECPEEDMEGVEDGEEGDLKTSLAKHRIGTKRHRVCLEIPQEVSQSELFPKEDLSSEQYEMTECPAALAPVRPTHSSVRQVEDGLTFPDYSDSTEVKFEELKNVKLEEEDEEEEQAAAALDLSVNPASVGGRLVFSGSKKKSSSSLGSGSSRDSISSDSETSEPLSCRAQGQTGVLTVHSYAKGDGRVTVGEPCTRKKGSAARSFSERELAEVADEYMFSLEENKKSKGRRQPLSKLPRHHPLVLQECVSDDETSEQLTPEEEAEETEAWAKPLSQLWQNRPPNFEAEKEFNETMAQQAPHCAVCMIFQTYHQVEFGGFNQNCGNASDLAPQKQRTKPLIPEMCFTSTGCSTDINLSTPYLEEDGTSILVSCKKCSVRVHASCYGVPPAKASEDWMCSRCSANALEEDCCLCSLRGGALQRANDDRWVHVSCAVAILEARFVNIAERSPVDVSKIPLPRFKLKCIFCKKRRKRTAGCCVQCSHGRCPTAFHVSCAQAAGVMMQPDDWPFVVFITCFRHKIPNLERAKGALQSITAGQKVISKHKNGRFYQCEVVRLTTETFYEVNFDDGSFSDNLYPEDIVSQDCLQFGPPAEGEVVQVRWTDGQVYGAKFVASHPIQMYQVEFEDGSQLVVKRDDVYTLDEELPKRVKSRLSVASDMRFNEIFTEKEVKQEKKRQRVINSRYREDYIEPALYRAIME
12-LOX inh: ALOX12 (human) lipoxygenase inhibition; P18054; purified 12hLO, xylenol orange hydroperoxide absorbance; Potency, µM (series often up to 108 µM), inactives show top-dose activity change, negative = inhibition, usual class: inhibitors; hit rate 1.1% among 580,000; AID 1671190; further: on the % scale 0 is the no-effect control and ±100 the full control effect
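Hydroperoxide product was detected by ferrous iron/xylenol orange as the 573 to 405 nm absorbance ratio. Arachidonic acid at 40 uM (final) was turned over for 30 min at room temperature by 150 nM human 12hLO, pH 7.0 Hepes buffer, after 15 min compound preincubation.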
TrxR1 inh: inhibitors of rat thioredoxin reductase 1 | recombinant rTrxR1, NADPH fluorescence consumption, selenite substrate | AID 588453 | hit rate 1% among 390,000 | Potency, µM (top dose mostly 114 µM), for inactives: at the top dose activity change, negative = inhibition, usual class: inhibitors; further: on the % scale 0 is the no-effect control and ±100 the full control effect; nearly all actives have a fitted effect of over 65% in size
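Rat TrxR1 (90 nM in the dispensed reagent) was pre-reduced with 400 uM NADPH for 5 min at room temperature, then incubated with compound for 15 min. After 400 uM selenite was added, NADPH fluorescence (Ex 340/Em 450 nm) was followed for 8 min.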
PGK inhibitor: T. brucei PGK inhibition | P07378 | PGK/GAPDH coupled, Kinase-Glo luminescence, 60 min | Potency, µM (series often up to 57.5 µM), without a hit: at the top dose activity change, negative = inhibition, actives largely listed as inhibitors | hit rate 0.043% among 380,000 | AID 602233; further: on the % scale 0 is the no-effect control and ±100 the full control effect; nearly all actives have a fitted effect of over 60% in size
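Recombinant glycosomal PGK reaction used 1,3-bisphosphoglycerate generated in-well by GAPDH (100nM final) in 100mM TEA pH 7.6, 5mM MgCl2, 0.01% Tween-20. After 60 minutes at room temperature, ATP was read by Kinase-Glo Plus luminescence end-point.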
HP1b binding inh: HP1-beta chromodomain-methylated histone interaction inhibition; P83916; AlphaScreen HP1-beta / biotin-H3K9me3 peptide binding; Potency, µM (top dose mostly 114 µM), without a hit: at the highest dose activity change, negative = inhibition, most hits filed as inhibitors; hit rate 0.56% among 390,000; further: nearly all actives have a fitted effect of over 70% in size; inactives centre near 23
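HP1-beta protein (50 nM final) preincubated 30 min at room temperature with biotinylated H3(1-18)K9me3 peptide (50 nM) in PBS pH 7.4, 0.01% Tween-20, then compound added for 30 min. AlphaScreen streptavidin donor/nickel chelate acceptor beads (10 ug/mL final), 30 min dark, luminescence read.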
GLS inhibitor: inhibitors of human glutaminase (GLS). GLS enzymatic activity, qHTS titration. hit rate 0.21% among 410,000. AID 624170. Potency, µM (titrated, usually from 45.5 µM), for inactives: top-dose activity change, negative = inhibition, most hits filed as inhibitors; further: on the % scale 0 is the no-effect control and ±100 the full control effect
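Enzyme dispensed in phosphate buffer (45 mM, pH 8.2, 0.02% Tween-20), compounds pinned in, then 1 mM L-glutamine solution and the glutamate oxidase–HRP–Amplex Red mix added; fluorescence read immediately and again after 30 min at room temperature.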
An asterisk follows results filed as active; & = joins results of further samples; [ ] = another dose, or the depositor's remark. Unless noted, the call rests on the fitted dose curve; in most records, active means well fitted curve in the direction sought with a large enough effect; inconclusive means small, poorly fitted or top-dose-only effect, or another doubt; inactive means no such curve, though single readings can be large; an effect the other way counts as inactive or inconclusive. Potency means the concentration at half of the fitted maximal effect. Only part of the results is shown (hit frequency here may not be typical).

`CC(C)(C)C(=O)Nc1ccc(-c2nnc3n2CCCCC3)cc1` gave RGS4 inh 4%, ERG-DNA inh -7%, Pin1 inhibitor 0%, JMJD2A Tudor -8%, 12-LOX inh 0%, TrxR1 inh 8%, PGK inhibitor 3%, HP1b binding inh 48%[activator] and GLS inhibitor 9%.
COCCCNC(=O)Cn1nnc(-c2ccc(NC(=O)c3ccccc3OC)cc2)n1 was read as RGS4 inh 18%, Pin1 inhibitor 9%, JMJD2A Tudor -9%, 12-LOX inh 18%, TrxR1 inh 35%[activator], PGK inhibitor 4%, HP1b binding inh 14% and GLS inhibitor 17%.
COc1ccccc1-c1sc2ccccc2c1C#CC1(O)CCCCC1 was read as RGS4 inh -10%, ERG-DNA inh -19%, Pin1 inhibitor 16%, JMJD2A Tudor 5%, 12-LOX inh -1%, TrxR1 inh 18%, PGK inhibitor -10%, HP1b binding inh 61%[activator] and GLS inhibitor -3%.
Screening COc1cccc(-c2nn(C)c3sc(C(=O)NCCc4ccc(Cl)cc4)cc23)c1 returned RGS4 inh -1%, ERG-DNA inh 1%, Pin1 inhibitor 8%, JMJD2A Tudor -13%, 12-LOX inh 4%, TrxR1 inh 34%, PGK inhibitor -8%, HP1b binding inh 23% and GLS inhibitor -6%.
COc1cc(SC)ccc1C(=O)NCCOc1ccc(F)cc1 was read as RGS4 inh -35%, ERG-DNA inh -9%, Pin1 inhibitor 3%, JMJD2A Tudor -11%[57.1 µM], 12-LOX inh 8%, TrxR1 inh 6%, PGK inhibitor -10%, HP1b binding inh 21% and GLS inhibitor -1%.
For CC(C)(C)c1ccc(CN2N=C(/C=C/c3ccccc3)CCC2=O)cc1 the results were RGS4 inh 5%, ERG-DNA inh 0%, Pin1 inhibitor 6%, JMJD2A Tudor 10%, 12-LOX inh -16%, TrxR1 inh 15%[57.1 µM], PGK inhibitor 9%, HP1b binding inh 74%[activator] and GLS inhibitor -6%.
For COc1ccc(CN(C)C(=O)Cn2cnc(C(=O)Nc3ccc(C)c(C)c3)n2)cc1OC the results were RGS4 inh 8%, ERG-DNA inh -4%, Pin1 inhibitor 3%, JMJD2A Tudor -22%, 12-LOX inh -3%, TrxR1 inh 15%, PGK inhibitor inactive, HP1b binding inh 13% and GLS inhibitor -3%.
Screening CCC1CN(C(=O)N2CCC(C(=O)NCc3cccs3)CC2)c2ccccc2O1 (stereo not given) returned RGS4 inh 18%, ERG-DNA inh 6%, Pin1 inhibitor -4%, JMJD2A Tudor 0%, 12-LOX inh -7%, TrxR1 inh 16%, PGK inhibitor -3%, HP1b binding inh 42%[activator] and GLS inhibitor 1%.
Screening Cc1ccc(N2CSC3=C(C#N)C(c4cccs4)CC(=O)N3C2)cc1 (stereo not given) returned RGS4 inh inconclusive, ERG-DNA inh 11%, Pin1 inhibitor 22%, JMJD2A Tudor 32µM*, 12-LOX inh inconclusive, TrxR1 inh inconclusive, PGK inhibitor -2%, HP1b binding inh inconclusive and GLS inhibitor -11%.
`CN(c1cnn(-c2ccccc2)c(=O)c1Cl)n1cccc1` gave RGS4 inh -14%, ERG-DNA inh -1%, Pin1 inhibitor -8%, JMJD2A Tudor -4%, 12-LOX inh 0%, TrxR1 inh 9%[57.1 µM], PGK inhibitor -10%, HP1b binding inh 9% and GLS inhibitor -4%.
CCOc1cccc(OCCCOc2cccc3cccnc23)c1 was read as RGS4 inh -24%, ERG-DNA inh -8%, Pin1 inhibitor 8%, JMJD2A Tudor 6%, 12-LOX inh 6%, TrxR1 inh 5%, PGK inhibitor -2%, HP1b binding inh 66%[activator] and GLS inhibitor -1%.
Screening CCOC(=O)C1CCN(C(=O)c2cccc(Cl)c2)CC1 returned RGS4 inh -1%, ERG-DNA inh -2%, Pin1 inhibitor 0%, JMJD2A Tudor 4%, 12-LOX inh -7%, TrxR1 inh -3%[57.1 µM], PGK inhibitor 6%, HP1b binding inh 29% and GLS inhibitor -8%.

Overlap with the part before: 3 compounds, then new ones.
`CN(c1cnn(-c2ccccc2)c(=O)c1Cl)n1cccc1` gave RGS4 inh -14%, ERG-DNA inh -1%, Pin1 inhibitor -8%, JMJD2A Tudor -4%, 12-LOX inh 0%, TrxR1 inh 9%[57.1 µM], PGK inhibitor -10%, HP1b binding inh 9% and GLS inhibitor -4%.
CCOc1cccc(OCCCOc2cccc3cccnc23)c1 was read as RGS4 inh -24%, ERG-DNA inh -8%, Pin1 inhibitor 8%, JMJD2A Tudor 6%, 12-LOX inh 6%, TrxR1 inh 5%, PGK inhibitor -2%, HP1b binding inh 66%[activator] and GLS inhibitor -1%.
Screening CCOC(=O)C1CCN(C(=O)c2cccc(Cl)c2)CC1 returned RGS4 inh -1%, ERG-DNA inh -2%, Pin1 inhibitor 0%, JMJD2A Tudor 4%, 12-LOX inh -7%, TrxR1 inh -3%[57.1 µM], PGK inhibitor 6%, HP1b binding inh 29% and GLS inhibitor -8%.
Screening COc1cccc(C2CC(c3c(Cl)cccc3Cl)n3nc(N)nc3N2)c1 (stereo not given) returned RGS4 inh 4%, ERG-DNA inh -1%, Pin1 inhibitor 1%, JMJD2A Tudor -25%, 12-LOX inh 363%[activator], TrxR1 inh 17%, PGK inhibitor inactive, HP1b binding inh 17% and GLS inhibitor 7%.
`CCOC(=O)C1CCCN(CC(O)COc2ccc(OC)cc2C(C)(C)C)C1` (stereo not given) gave RGS4 inh -4%, ERG-DNA inh 3%, Pin1 inhibitor -12%, JMJD2A Tudor inconclusive, 12-LOX inh inconclusive, TrxR1 inh 37%[activator], PGK inhibitor -5%, HP1b binding inh 7.9µM* and GLS inhibitor 10%.
CC1(C)CC(=O)C=C(c2ccc(F)cc2OCc2ccccc2)C1 was read as RGS4 inh 2%, ERG-DNA inh -3%, Pin1 inhibitor inconclusive, JMJD2A Tudor 67%[activator], 12-LOX inh inconclusive, TrxR1 inh 25%, PGK inhibitor 15%, HP1b binding inh 108%[activator] and GLS inhibitor 0%.
O=C(Nc1cc(-c2nc3ncccc3o2)ccc1Cl)c1ccc2c(c1)OCO2 was read as RGS4 inh 11%, ERG-DNA inh -13%, Pin1 inhibitor 2%, JMJD2A Tudor -18%, 12-LOX inh -30%, TrxR1 inh 22%, PGK inhibitor -9%, HP1b binding inh 38%[activator] and GLS inhibitor 1%.
`Cn1c(=O)c(C(=O)COC(=O)c2cc(C3CC3)nc3ccccc23)c(N)n(Cc2ccccc2)c1=O` gave RGS4 inh -18%, ERG-DNA inh 16%, Pin1 inhibitor inconclusive, JMJD2A Tudor -25%, 12-LOX inh 3%, TrxR1 inh 20%[57.1 µM], PGK inhibitor -10%, HP1b binding inh 29% and GLS inhibitor 12%.
For CC(NC(=O)c1ccc(NC(=O)c2ccco2)cc1)c1ccccc1 (stereo not given) the results were RGS4 inh 2%, ERG-DNA inh -11%, Pin1 inhibitor -1%, JMJD2A Tudor -1%, 12-LOX inh -8%, TrxR1 inh 0%, PGK inhibitor -6%, HP1b binding inh 18% and GLS inhibitor -1%.
For COC(=O)c1cc(OC)c(OC)cc1NC(=S)N1CCN(Cc2ccccc2)CC1 the results were RGS4 inh -10%, Pin1 inhibitor -6%, JMJD2A Tudor -6%, 12-LOX inh 0%, TrxR1 inh 19%, PGK inhibitor -2%, HP1b binding inh 22% and GLS inhibitor 63%[activator].
Screening COc1cc(/C=N/NC(=O)Cn2cnc3c2c(=O)n(C)c(=O)n3C)cc(OC)c1OC returned RGS4 inh 5%, ERG-DNA inh -18%, Pin1 inhibitor 2%, JMJD2A Tudor 1%, 12-LOX inh 11%, TrxR1 inh 2%[57.1 µM], PGK inhibitor inactive, HP1b binding inh 25% and GLS inhibitor -15%.
For CSCCC(NS(=O)(=O)c1ccc2c(c1)oc(=O)n2C)C(=O)NCc1ccccc1 (stereo not given) the results were RGS4 inh 6%&5%, ERG-DNA inh 1%&2%, Pin1 inhibitor 4%&-3%, JMJD2A Tudor -11%&-9%, 12-LOX inh 4%&-22%, TrxR1 inh 14%&16%, PGK inhibitor -9%, HP1b binding inh 3%&47% and GLS inhibitor 4%&3%.
Screening C=CCC1(CC=C)CCCN1C(=O)CC1C(=O)NCCN1Cc1ccc(OC)c(OC)c1 (stereo not given) returned RGS4 inh -1%, ERG-DNA inh -10%, Pin1 inhibitor -4%, JMJD2A Tudor -22%, 12-LOX inh 4%, TrxR1 inh 13%, PGK inhibitor -7%, HP1b binding inh 20% and GLS inhibitor -4%.
Screening CNS(=O)(=O)c1cc(NC(=O)c2cncn2-c2ccccc2)ccc1C returned RGS4 inh 9%, ERG-DNA inh 16%, Pin1 inhibitor 1%, JMJD2A Tudor -6%, 12-LOX inh 2%, TrxR1 inh 24%, PGK inhibitor -8%, HP1b binding inh 27% and GLS inhibitor 2%.
For O=C(NCc1nc2ccccc2[nH]1)C1=C[C@@H](c2ccc(C(F)(F)F)cc2)C[C@@H](OCc2ccc(CO)cc2)O1 the results were RGS4 inh -8%, ERG-DNA inh -18%, Pin1 inhibitor 22%, JMJD2A Tudor -29%, 12-LOX inh 18%, TrxR1 inh 21%[57.1 µM], PGK inhibitor -5%, HP1b binding inh 29% and GLS inhibitor 20%.
